BLM inh – blocks DNA unwinding by human BLM helicase; Potency, µM (highest dose often 56.1 µM), for inactives: at the top dose activity change, negative = inhibition, hits mostly inhibitors; AID 2528; recombinant BLM DNA unwinding, fluorescence dequenching; hit rate 0.2% among 350,000;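 note: plate controls were vehicle for no effect and no enzyme for full effect; nearly all actives have a fitted effect of over 35% in size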
Pol eta inh – inhibitors of human DNA polymerase eta. hit rate 1.2% among 390,000. Potency, µM (series often up to 114 µM), for the others: top-dose activity change, negative = inhibition, usual class: inhibitors. recombinant Pol eta, fluorescent DNA replication assay; note: % is set by controls: 0 for no effect and ±100 for the full control effect
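Pol eta (10 nM) was preincubated with compounds for 15 min at room temperature, after which fluorescent replication substrate (50 nM final) was added to start the reaction. Fluorescence was read kinetically at 0 and 10 min.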
Pol iota inh – DNA polymerase iota (human) inhibition; Pol iota fluorescent replication assay, 10 min; AID 588590; hit rate 1% among 390,000; Q9UNA4; Potency, µM (series often up to 115 µM), without a hit: top-dose activity, negative = inhibition, usual class: inhibitors
Target sequence (Q9UNA4 whole entry, looked up): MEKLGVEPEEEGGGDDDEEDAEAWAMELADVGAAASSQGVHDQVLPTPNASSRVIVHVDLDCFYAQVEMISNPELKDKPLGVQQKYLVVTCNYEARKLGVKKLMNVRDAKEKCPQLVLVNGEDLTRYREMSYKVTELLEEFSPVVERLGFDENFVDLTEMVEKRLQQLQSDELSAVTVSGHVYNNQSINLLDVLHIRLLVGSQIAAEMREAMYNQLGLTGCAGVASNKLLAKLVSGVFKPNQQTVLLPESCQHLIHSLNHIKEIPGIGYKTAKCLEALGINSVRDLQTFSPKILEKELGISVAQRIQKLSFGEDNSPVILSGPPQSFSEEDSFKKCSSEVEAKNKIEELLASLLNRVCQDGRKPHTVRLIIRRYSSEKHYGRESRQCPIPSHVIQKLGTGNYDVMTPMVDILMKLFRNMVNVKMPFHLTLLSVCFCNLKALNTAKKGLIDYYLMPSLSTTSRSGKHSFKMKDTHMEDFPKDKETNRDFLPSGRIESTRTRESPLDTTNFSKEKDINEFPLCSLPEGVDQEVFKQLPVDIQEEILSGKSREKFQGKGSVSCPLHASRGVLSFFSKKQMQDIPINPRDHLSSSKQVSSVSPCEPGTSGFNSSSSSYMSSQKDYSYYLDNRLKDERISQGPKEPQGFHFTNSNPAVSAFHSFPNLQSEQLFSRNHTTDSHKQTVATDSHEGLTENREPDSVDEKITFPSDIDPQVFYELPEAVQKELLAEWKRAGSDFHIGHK
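Fluorescent replication assay read twice, at 0 min and 10 min after adding 50 nM (final) substrate. Enzyme (10 nM) and compounds were first incubated 15 min at room temperature; enzyme-free buffer wells were negative controls.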
G9a block – blocks human histone lysine methyltransferase G9a; hit rate 8.8% among 350,000; AID 504332; Q96KQ7; G9a H3K9 monomethylation, AlphaScreen, 2 h; Potency, µM (top dose mostly 102 µM), for the others: at the highest dose activity, negative = inhibition, most hits filed as inhibitors; note: % is set by controls: 0 for no effect and ±100 for the full control effect; nearly all actives have a fitted effect of over 75% in size
Target sequence (Q96KQ7 913-1193 limits assumed): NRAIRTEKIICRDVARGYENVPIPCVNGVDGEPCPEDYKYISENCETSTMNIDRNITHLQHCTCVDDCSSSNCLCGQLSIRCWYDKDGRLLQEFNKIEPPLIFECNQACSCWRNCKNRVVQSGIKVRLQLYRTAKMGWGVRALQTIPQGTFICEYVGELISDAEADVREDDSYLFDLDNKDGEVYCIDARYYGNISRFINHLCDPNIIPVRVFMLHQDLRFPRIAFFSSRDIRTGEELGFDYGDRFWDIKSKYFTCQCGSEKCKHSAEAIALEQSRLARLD
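Step 1: enzyme (final 20 nM) with compound, 15 min RT. Step 2: substrate peptide 500 nM and SAM 20 uM, 2 h RT. Step 3: anti-H3K9me1 antibody and AlphaScreen beads, 10 min, then plate read.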
APEX1 inh – blocks human APE1 abasic DNA cleavage. Potency, µM (titrated, usually from 65.8 µM), without a hit: at the highest dose activity change, negative = inhibition, usual class: inhibitors. hit rate 0.35% among 350,000. P27695. recombinant APE1, TAMRA/BHQ-2 abasic DNA cleavage fluorescence;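 note: plate controls were vehicle for no effect and reference inhibitor for full effect; nearly all actives have a fitted effect of over 55% in size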
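Endonuclease cleavage of a quenched abasic-site DNA duplex (50 nM) by APE1 (0.75 nM) was tracked by TAMRA dequenching. Compounds were preincubated with enzyme 15 min at room temperature; data normalized to buffer-only and DMSO wells plus NSC13755 control.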
BAZ2B inh – BAZ2B (human) inhibition | Q9UIF8 | AlphaScreen BAZ2B-H3K14Ac peptide displacement | Potency, µM (doses to about 114 µM), for the others: at the highest dose activity change, negative = inhibition, hits mostly inhibitors | hit rate 4.4% among 360,000; note: % is set by controls: 0 for no effect and ±100 for the full control effect; nearly all actives have a fitted effect of over 60% in size
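Complex of BAZ2B and biotin-H3K14Ac (50 nM apiece) forms over 30 min at RT, then faces library compounds up to 110 uM for another 30 min; AlphaScreen beads added, 20 min dark incubation, luminescence read.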
POLK inh – DNA polymerase kappa (human) inhibition; Potency, µM (top dose mostly 107 µM), inactives show top-dose activity, negative = inhibition, actives largely listed as inhibitors; purified Pol kappa, fluorescent DNA synthesis assay, 10 min; Q9UBT6; hit rate 0.53% among 400,000; note: % is set by controls: 0 for no effect and ±100 for the full control effect
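Pol kappa 10 nM + cpd, 15 min RT; start w/ substrate 50 nM final; fluorescence kinetic read, 0 and 10 min. Neg ctrl: buffer, no enzyme.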
POLB inh – DNA polymerase beta (human) inhibition; hit rate 1.3% among 340,000; AID 485314; Pol beta primer extension/strand displacement, fluorescence kinetic; Potency, µM (titrated, usually from 114 µM), for inactives: at the highest dose activity change, negative = inhibition, most hits filed as inhibitors; note: % is set by controls: 0 for no effect and ±100 for the full control effect
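Curves were derived by four-parameter Hill fits of normalized qHTS data. The kinetic fluorescent primer-extension read was taken at 0 and 10 min after 50 nM substrate, following a 15 min room-temperature preincubation of 10 nM enzyme with compounds.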
JMJD2A Tudor inh – blocks the human JMJD2A Tudor domain | hit rate 4.4% among 390,000 | O75164 | AID 504339 | Potency, µM (top dose mostly 114 µM), inactives show at the highest dose activity change, negative = inhibition, most hits filed as inhibitors | AlphaScreen JMJD2A-Tudor / H3K4me3 peptide binding; note: % is set by controls: 0 for no effect and ±100 for the full control effect; nearly all actives have a fitted effect of over 50% in size
Numbers without * were called inactive; ? = inconclusive; . = not tested or not shown; & = joins results of further samples; [ ] = another dose, or the depositor's remark. Calls come from the whole dose curve; as a rule, active = well fitted curve in the direction sought with a large enough effect; inconclusive = small, poorly fitted or top-dose-only effect, or another doubt; inactive = no such curve, though single readings can be large; an effect the other way counts as inactive or inconclusive. Potency is the fitted concentration of half-maximal effect.

SMILES | BLM inh | Pol eta inh | Pol iota inh | G9a block | APEX1 inh | BAZ2B inh | POLK inh | POLB inh | JMJD2A Tudor inh
NCCn1c(=O)c(CCc2ccccc2)nc2cncnc21 | -3.1% | . | . | 2.1%[0.501 µM] | 0.2% | . | 7.4%[60.1 µM] | . | .
CCOc1ccc(-c2c(C(=O)N/N=C/c3cccnc3)nnn2-c2nonc2N)cc1 | -16.5% | ? | 22.4µM* | ? | -9.7% | ? | ? | ? | -8.9%
COc1ccc(OC)c(NC(=O)CCNS(=O)(=O)c2cccc3nonc23)c1 | -3.9% | -15.1% | 44.7%[activator] | ? | 12.8% | -3.7% | 9.7% | 8.8% | 4.9%
COc1ccc(N(C(=O)c2snc(C(N)=O)c2N)C(C(=O)NC2CCCC2)c2cc(OC)ccc2OC)c(OC)c1 (stereo unspecified) | -4.6% | -4.0% | 14.6% | -1.9% | 57.5%[activator] | -19.3% | -9.3% | 3.3% | -24.5%
O=C(CCc1nnc(-c2ccsc2)o1)N1CCc2c(Cl)cccc2C1 | -2.4% | -2.4% | 13.0% | -0.6%[0.501 µM] | -2.5% | 1.6% | 12.0% | 29.6% | ?
Cc1ccc(C)c(Nc2c([N+](=O)[O-])c(=O)oc3ccccc23)c1 | -5.3% | -2.3% | 10.0% | -10.0%[59 µM] | 0.9% | -27.1% | -6.1% | 0.1% | ?
CC(=O)c1ccc(NC(=O)c2ccc3c(c2)C(=O)N(c2ccccn2)C3=O)cc1 | -12.0% | -15.3% | 14.7% | -7.1% | 60.9% | -15.8% | 3.2% | -18.4% | -11.4%
O=C1C=CC(=O)N1N(c1ccccc1)c1ccccc1 | -4.0% | -3.6% | 13.3% | 1.78µM* | -5.2% | 31.6µM* | -11.5% | 18.8% | 17.8µM*
Cc1oc2cc3c(C(=O)N4CCCCC4)c(C)oc3cc2c1C(=O)N1CCCCC1 | 0.6% | -11.0% | 7.5% | ? | 18.9% | 6.8% | -7.0% | -2.8% | -17.4%
O=C(NCCCNC(=O)c1cc(Cl)ccc1Cl)c1ccccn1 | -0.9% | -13.9% | 45.6%[activator] | 2.5% | 75.8%[activator] | 20.6% | -18.7% | -2.0% | -10.9%
O=C(Nc1ccccc1)NC1CCCCNC1=O (stereo unspecified) | 0.5% | -10.9% | -14.1%[58.9 µM] | . | -4.6% | -0.6% | -8.7% | 40.3% | 5.4%
O=[N+]([O-])c1ccc(Sc2nnnn2-c2ccccc2)nc1 | -3.9% | -4.3% | -7.0% | -34.0% | -1.9% | -31.0% | -10.7% | 38.5% | -31.5%
COC(=O)c1cc(S(=O)(=O)N2CCN(c3ccccc3)CC2)c[nH]1 | -2.1% | 2.1% | -1.1% | 10.0% | 31.0% | -31.5% | 0.1% | 0.5% | -19.7%
CSCC[C@H](NC(=O)C1CCN(C(=O)[C@H](Cc2ccccc2)NS(=O)(=O)c2ccc(C)cc2)CC1)C(=O)O | -1.9% | 3.3% | 81.4%[activator] | ? | 17.3% | 2.1% | -5.8% | -7.9% | -3.8%
Cc1cc(C)cc(N(CCC(=O)Nc2nnc(C)s2)S(=O)(=O)c2ccc(Cl)cc2)c1 | 0.9% | -5.6% | 24.4% | 9.1%[59 µM] | 1.0% | 2.9% | -4.8% | ? | -6.6%
O=C(Nc1ccc(N2CCN(C(=O)c3ccccc3F)CC2)cc1)c1cncc(Br)c1 | -1.3% | -15.2% | 21.0% | . | 0.4% | ? | -10.5% | 17.8% | ?
NC(=O)c1ccccc1Br | 2.5%&-0.9% | -23.4% | -31.6%&34.0% | -0.6% | -4.3%&-1.7% | -8.7% | -8.4%&4.0% | -1.1% | -13.8%&-6.3%
CCN(CC)S(=O)(=O)c1ccc(C(=O)Nc2nc3c(Cl)cc(Cl)cc3s2)cc1 | -6.3% | -13.1% | 22.2% | 0.6%[59 µM] | . | 33.7%[activator] | -3.0%[60.1 µM] | 0.3% | -6.5%
O=S(=O)(c1ccccc1)N1CCN(c2nnnn2-c2ccccc2)CC1 | -1.0% | -0.3% | 31.6%[activator] | 22.5% | -2.2% | 6.1% | -9.5% | 4.4% | -1.0%
CCOC(=O)Nc1cccc(OCC(=O)Nc2ccc(OC)cc2OC)c1 | -11.7% | 3.8% | 7.9% | 7.2%[59 µM] | ? | 9.8% | -16.4% | 4.3% | -17.6%
Nc1ccccc1SSc1ccccc1N | 0.4% | -3.0% | ? | 1.58µM* | 36.9%[activator] | 44.7µM* | -3.0% | 2.4% | 31.6µM*
CCOc1ccccc1NC(=O)c1cc2cc(C)ccc2n1C | -7.8% | -29.1% | 33.2%[activator] | 63.1%[activator][59 µM] | . | 44.6%[activator] | -4.3% | -22.4% | 86.1%[activator]
COc1ccccc1NC(=O)C1CCCN(C(=O)Nc2ccc(F)cc2)C1 (stereo unspecified) | -2.7% | -13.7% | 97.0%[activator] | -12.2% | 18.8% | -9.5% | 0.0% | 16.3% | 8.4%
CCCCn1c(C(C)NC(=O)CC)nc2ccccc21 (stereo unspecified) | 0.3% | -18.1% | 32.4%[activator] | -10.2% | -4.1% | -3.5% | 0.6% | 1.4% | -2.1%
O=C1N[C@H](Cc2ccccc2)C(=O)N[C@H]1Cc1cn(S(=O)(=O)c2ccccc2)c2ccccc12 | . | 3.5% | 13.7% | . | . | . | -2.3% | . | -9.0%
CC(C)OC(=O)c1cccnc1N1CCN(c2ccc(F)cc2)CC1 | -4.1% | -5.0% | 0.6% | 12.2%[59 µM] | -2.6% | 7.9% | -11.7% | -0.7% | -14.3%
CCOCCCN(C(=O)Nc1ccc(CC)cc1)C1CCN(C(C)=O)CC1 | -2.8% | -6.9% | 37.4%[activator] | -1.4%[59 µM] | -2.5% | -2.3% | 0.8% | -23.4% | -1.7%
Cc1oc(-c2ccccc2Cl)nc1CS(=O)CC(=O)NCc1ccco1 (stereo unspecified) | 3.3% | -7.2% | 6.4% | 18.6% | 28.8% | -16.5% | -22.2% | 19.3% | -18.8%
CCOC(=O)COc1cc([N+](=O)[O-])cc2cccnc12 | 1.3% | -2.4% | 15.7% | . | 0.2% | 0.3% | 3.0% | -5.9% | -7.1%
O=C(CSc1ccc(-c2ccco2)nn1)NC1CCCC1 | -21.7% | -5.7% | 17.3% | ? | ? | 2.0% | -21.2% | -5.7% | 8.3%
COc1ccc(S(=O)(=O)Nc2cc(C)on2)cc1OC | -0.1% | -1.5% | 7.4% | -12.8%[59 µM] | 2.5% | -3.2% | -7.7% | 0.0% | -17.6%
Cn1c2ccccc2c(=O)c2c(=O)n(Cc3ccccc3)c(-c3ccc(F)cc3)nc21 | -2.4% | -14.2% | 80.0%[activator] | -29.8% | 0.1% | -8.5% | -0.1% | -9.9% | -27.3%
Cc1nn(C)cc1CNC(=O)CCC(=O)O | 2.4% | -4.2% | -7.9% | -8.9%[0.0925 µM] | 11.1% | 4.1% | 9.1% | 7.9% | -20.8%
Cc1ccc(Cn2c(C)c3cnn(CC(=O)NCc4ccccn4)c(=O)c3c2C)cc1 | 1.7% | -3.1% | 7.4% | ? | 0.6% | -7.3% | 2.1% | 0.9% | -22.5%
CS(=O)c1ccccc1COC(=O)Nc1ccccc1 (stereo unspecified) | -0.5% | 0.6% | 41.8%[activator] | 7.5% | 1.0% | -0.9% | -2.1% | 27.6% | -8.1%
N#Cc1ccccc1OCC(=O)OCC(=O)c1ccc[nH]1 | . | -5.3% | ? | 19.0%[12.7 µM] | -9.8% | -23.2% | -15.9% | . | -19.9%
CN(c1ccc(OCc2ccc([N+](=O)[O-])cc2)cc1)S(=O)(=O)c1ccccc1 | -8.5% | -2.4% | 45.0%[activator] | 26.6% | 21.2% | -12.4% | -7.6% | 26.0% | -22.5%
O=C(Nc1ncccc1O)c1ccc2c(c1)OCO2 | . | -6.2% | ? | ? | -9.0% | ? | 9.0% | . | 17.8µM*
C/C(=N\Nc1ccc([N+](=O)[O-])cc1[N+](=O)[O-])c1ccc(-n2nncc2C(C)(C)C)cc1 | -2.4% | -7.7% | -6.5% | 7.08µM* | -10.1% | ? | -5.8% | 42.8% | ?
C=CCn1c(NCc2ccccc2O)nc2ccccc21 | -8.0% | -11.3% | 53.4%[activator] | 18.8% | 7.8% | -4.6% | -7.5% | 3.1% | -6.8%

Limited to POLB inh and POLK inh (3 entries from above):
Compound	POLB inh	POLK inh
Cc1ccc(Cn2c(C)c3cnn(CC(=O)NCc4ccccn4)c(=O)c3c2C)cc1	0.9%	2.1%
O=C(Nc1ncccc1O)c1ccc2c(c1)OCO2	.	9.0%
CN(c1ccc(OCc2ccc([N+](=O)[O-])cc2)cc1)S(=O)(=O)c1ccccc1	26.0%	-7.6%

Later entries:
SMILES | BLM inh | Pol eta inh | Pol iota inh | G9a block | APEX1 inh | BAZ2B inh | POLK inh | POLB inh | JMJD2A Tudor inh
COc1ccc(CNC(=O)c2cc3c(=O)n(C)c4ccccc4c3n2C)c(OC)c1 | -4.7% | -19.2% | 24.9% | -26.8%[59 µM] | . | -13.7% | -9.4% | -2.5% | -2.0%
CCC1(C)Cc2ccccc2C(=O)N1 (stereo unspecified) | 3.7% | 4.2% | 3.9% | . | 16.8% | -0.1% | -0.8% | 8.7% | -4.7%
Cc1cccc(Nc2nc3c(c(=O)n(C)c(=O)n3C)n2CC(O)CO)c1 (stereo unspecified) | -0.2% | -14.3% | 8.9% | 5.8% | -4.1% | -29.1% | 3.3% | -29.5% | -14.8%
N#Cc1nc(-c2cccc(Cl)c2)oc1N1CCC(C(N)=O)CC1 | -1.8% | -7.0% | 154.0%[activator] | -0.4% | 33.3%[activator] | -20.1% | -2.5% | 21.1% | ?
CCOc1ccc(-n2cc(-c3ccc(OC)c(OC)c3)[nH]c2=S)cc1 | -3.2% | -10.2% | 32.8%[activator] | 2.51µM* | -3.3% | . | -18.3% | -12.1% | 11.2µM*
Cc1ccc(C2CCN(C(=O)Nc3ccc(C)c(C)c3)C2)cc1 (stereo unspecified) | 1.2% | -20.4% | 9.6% | -3.3%[59 µM] | . | 8.3% | -11.6%[60.1 µM] | 4.5% | 1.9%

Screens: PubChem BioAssay, National Center for Advancing Translational Sciences (NCATS)

An excerpt; count on the stated rates, not on these rows.
